CAL PDZ FP-1: inhibitors of human CAL PDZ peptide binding | Q9HD26 | purified CAL PDZ, TMR-peptide fluorescence polarization, 1 h | inhibition, % at 24.9 µM | hit rate 0.92% among 300,000 | AID 602252;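 active = mean inhibition of at least 30% with at least half of replicates also reaching 30%; inconclusive = no clear call, values can overlap the other calls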;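 also: 0% = DMSO neutral control and 100% = excess unlabeled competitor peptide PRC23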
SR-BI HDL uptake: blocks mouse SR-BI lipid uptake from DiI-HDL. Q61009. ldlA[mSR-BI] CHO cells, DiI-HDL uptake fluorescence, 3 h. inhibition, % at 12.5 µM. hit rate 0.96% among 320,000. AID 488896;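 active = mean replicate inhibition of at least 70% and a set share of replicates each scoring 70 or more; inconclusive = meets just one of the two criteria; inactive = fails both criteria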;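 also: 0% = median of neutral control wells and 100% = median of positive control wells; values of inactives mirror those of a sister screen read the other way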
Target sequence (Q61009 whole entry, looked up): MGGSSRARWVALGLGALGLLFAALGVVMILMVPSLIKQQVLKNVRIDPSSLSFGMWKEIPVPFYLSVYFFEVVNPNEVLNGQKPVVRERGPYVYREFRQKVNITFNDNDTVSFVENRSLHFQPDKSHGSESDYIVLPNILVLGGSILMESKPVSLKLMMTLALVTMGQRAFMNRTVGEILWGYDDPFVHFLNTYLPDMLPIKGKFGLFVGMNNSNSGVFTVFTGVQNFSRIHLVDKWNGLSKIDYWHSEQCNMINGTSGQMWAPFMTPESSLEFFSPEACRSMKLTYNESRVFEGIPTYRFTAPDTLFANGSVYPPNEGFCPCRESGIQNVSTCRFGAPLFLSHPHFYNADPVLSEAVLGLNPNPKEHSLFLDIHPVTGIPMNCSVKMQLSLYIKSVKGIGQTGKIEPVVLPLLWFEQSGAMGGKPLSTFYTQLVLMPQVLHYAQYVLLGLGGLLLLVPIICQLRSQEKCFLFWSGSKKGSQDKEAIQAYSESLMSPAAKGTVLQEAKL
Rtt109 HAT inh: blocks Candida albicans Rtt109/Vps75 acetyltransferase activity. Q5AAJ8. purified Rtt109/Vps75, ThioGlo CoA-SH fluorescence, 4 h. inhibition, % at 34.9 µM. hit rate 0.16% among 330,000. AID 540336;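 active = inhibition of at least 50% in every replicate; inconclusive = best replicate reaches 50% inhibition but some replicates fall short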
SR-BI DiI-HDL act: enhances SR-BI lipid uptake from DiI-HDL; CHO ldlA[mSR-BI] cells, DiI-HDL uptake fluorescence, 3 h; 100 = double the neutral-control signal; activation, % at 12.5 µM; hit rate 0.096% among 320,000; AID 504775;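 active = mean replicate activation of at least 60% and every replicate at or above 60%; inconclusive = mean or all-replicate condition met, but not both; inactive = mean below 60% and not all replicates reaching 60%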;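 also: 0% = median plate neutral-control signal and 100% = twice that signal; values of inactives mirror those of a sister screen read the other way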
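Material: SR-BI-overexpressing, LDLR-lacking CHO cells | Dosing: Single compound concentration, delivered by pin transfer | Probe or stimulus: Labelled HDL, 10 µg/mL | Signal: Bottom-read cell fluorescence after medium removal, ex 550/em 595 nm | Schedule: 3 h, 37 °C | Evaluation: HDL uptake via cellular fluorescence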
PvdQ acylase: blocks Pseudomonas aeruginosa PvdQ acylase activity; AID 488965; inhibition, % at 10 µM; purified PvdQ acylase, fluorescence plate reader; hit rate 0.063% among 340,000; in the data active = inhibition above about 30%, passing the limit was not always enough; inconclusive = no clear call, values can overlap the other calls;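 also: 0% = vehicle neutral wells and 100% = reference inhibitor wells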
NSD2 HMT inh: inhibitors of human histone methyltransferase NSD2. hit rate 0.54% among 310,000. NSD2 peptide methylation, AlphaScreen, 120 min. inhibition, % at 12.5 µM. O96028; in the data active = inhibition above about 50%
MITF TRPM1 HTS: increases MITF-driven TRPM1 promoter luciferase signal; SK-MEL-5 TRPM1-promoter luciferase, 24 h; % of positive control, neutral wells = 0; activation, % at 12.5 µM; hit rate 0.75% among 300,000; AID 588334;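 active = mean activation of at least 80% with every replicate also reaching 80%; inconclusive = mean reaches 80% but some replicate falls short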;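 also: 0% = neutral control wells and 100% = parthenolide positive control wells; values of inactives mirror those of a sister screen read the other way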
CAL PDZ FP-2: blocks peptide binding to human CAL PDZ domain; AID 504414; Q9HD26; inhibition, % at 20 µM; hit rate 0.02% among 330,000; purified CAL PDZ, TMR-peptide fluorescence polarization, 1 h;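 active = highest replicate inhibition of at least 40%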;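 also: plate controls were DMSO neutral control wells for no effect and unlabeled competitor peptide control wells for full effect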
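Control set: unlabelled peptide and DMSO controls / Material: purified CerCALP PDZ construct / Timing: 1 h incubation at room temperature before polarization reading / Doses: 20 µM, one dose / Detection: fluorescence polarization (mP)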
dFosB activator: enhances mouse delta FosB homodimer DNA binding; hit rate 0.99% among 340,000; P13346; purified delta FosB, TAMRA-CDK5 oligo fluorescence polarization; percent of positive-control signal above neutral wells; AID 493131; activation, % at 25 µM;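 active = mean activation above about 17%, with every replicate also reaching it, limit read from the data, passing the limit was not always enough; inconclusive = only one of the two conditions met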;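 also: fluorescence polarization rise as delta FosB binds a TAMRA Cdk5 AP-1 oligo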
Target sequence (P13346 whole entry, looked up): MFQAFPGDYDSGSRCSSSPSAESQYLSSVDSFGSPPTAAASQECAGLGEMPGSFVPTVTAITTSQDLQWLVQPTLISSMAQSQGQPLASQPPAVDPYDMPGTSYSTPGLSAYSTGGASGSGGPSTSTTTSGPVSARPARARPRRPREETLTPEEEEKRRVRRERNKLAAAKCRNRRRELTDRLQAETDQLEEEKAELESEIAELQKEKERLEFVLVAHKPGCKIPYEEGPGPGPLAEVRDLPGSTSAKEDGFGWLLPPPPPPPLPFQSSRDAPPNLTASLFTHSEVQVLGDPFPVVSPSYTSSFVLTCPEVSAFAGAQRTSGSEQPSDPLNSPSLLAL
PfHsp90 yeast 2: reduces growth (ATP signal) of yeast expressing P. falciparum Hsp90. S. cerevisiae expressing PfHsp90, BacTiter-Glo ATP, 48 h; yeast lacking PDR1 and PDR3 efflux regulators. inhibition, % at 9.4 µM. hit rate 0.32% among 310,000. AID 504621;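 active = every replicate shows inhibition above about 80%, whatever the replicate mean, limit read from the data; inconclusive = mean inhibition reaches the set limit but some replicate falls short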;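 also: 0% = DMSO neutral controls and 100% = 20 µM radicicol positive controls; yeast relying on Plasmodium falciparum Hsp90 in place of its own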
* hit, by the source's call.

Screening Cc1cc(NCC2CCCO2)n2c(nc3ccccc32)c1C#N (configuration not stated) returned CAL PDZ FP-1 -2, SR-BI HDL uptake -15, Rtt109 HAT inh 5, SR-BI DiI-HDL act 15, PvdQ acylase -1, NSD2 HMT inh -4, MITF TRPM1 HTS -11, CAL PDZ FP-2 -1.9, dFosB activator -4 and PfHsp90 yeast 2 8.
`COc1ccc(NC(=O)COC(=O)Cn2cnc3ccccc3c2=O)c(OC)c1` gave CAL PDZ FP-1 -1, SR-BI HDL uptake -16, Rtt109 HAT inh 2, SR-BI DiI-HDL act 16, PvdQ acylase -8, NSD2 HMT inh 0, MITF TRPM1 HTS -4, CAL PDZ FP-2 0.5 and dFosB activator 1.
`COCc1ccc(C(=O)NC2CCCN(Cc3ccccc3F)C2)o1` (configuration not stated) gave CAL PDZ FP-1 1, SR-BI HDL uptake -10, Rtt109 HAT inh 10, SR-BI DiI-HDL act 10, PvdQ acylase -18, NSD2 HMT inh 5, MITF TRPM1 HTS 20, CAL PDZ FP-2 -2.4, dFosB activator 1 and PfHsp90 yeast 2 9.
For CCC(/C=N/NC(=O)C(N)=O)CC the results were CAL PDZ FP-1 -1, SR-BI HDL uptake -28, Rtt109 HAT inh -16, SR-BI DiI-HDL act 28, PvdQ acylase -23, NSD2 HMT inh -2, MITF TRPM1 HTS -3, CAL PDZ FP-2 -0.6, dFosB activator 1 and PfHsp90 yeast 2 7.
Cn1nc(C(=O)Nc2cccnc2)c2ccccc2c1=O was read as CAL PDZ FP-1 -5, SR-BI HDL uptake -6, Rtt109 HAT inh 0, SR-BI DiI-HDL act 6, PvdQ acylase -6, NSD2 HMT inh 3 and dFosB activator -20.
For C#CCOCCOCCOCCNc1nc(N2CCN(C(=O)Cn3cc(CC(C)O)nn3)CC2)nc(N2CCN(C(=O)Cn3cc(CC(C)O)nn3)CC2)n1 (configuration not stated) the results were CAL PDZ FP-1 -7, SR-BI HDL uptake -24, Rtt109 HAT inh -2, SR-BI DiI-HDL act 24, PvdQ acylase -7, MITF TRPM1 HTS -8, CAL PDZ FP-2 -2.3, dFosB activator 0 and PfHsp90 yeast 2 -13.
Screening O=C(CN1CCN(C(=O)c2ccccc2)CC1)Nc1cccc(S(=O)(=O)N2CCCC2)c1 returned CAL PDZ FP-1 2, SR-BI HDL uptake -10, Rtt109 HAT inh -5, SR-BI DiI-HDL act 10, PvdQ acylase -3, NSD2 HMT inh 0, MITF TRPM1 HTS -16, CAL PDZ FP-2 -1.0 and dFosB activator -7.
O=C(N[C@@H](Cc1ccccc1)C(=O)N1CCC2(CC1)NCCc1[nH]cnc12)c1cccc(F)c1 was read as CAL PDZ FP-1 4, SR-BI HDL uptake -14, Rtt109 HAT inh -1, SR-BI DiI-HDL act 14, PvdQ acylase -4, NSD2 HMT inh 1, MITF TRPM1 HTS 1, CAL PDZ FP-2 -0.5, dFosB activator -1 and PfHsp90 yeast 2 14.
Screening Cc1cc(=O)n2nc(N3CCCC(C(=O)NCCCN4CCc5ccccc5C4)C3)sc2n1 (configuration not stated) returned CAL PDZ FP-1 0, SR-BI HDL uptake -14, Rtt109 HAT inh 21, SR-BI DiI-HDL act 14, PvdQ acylase 0, NSD2 HMT inh 1, MITF TRPM1 HTS -8, CAL PDZ FP-2 0.7, dFosB activator -9 and PfHsp90 yeast 2 1.
O=S(=O)(c1ccc(Cl)nc1)N1CCN(Cc2ccc3c(c2)OCO3)CC1 was read as CAL PDZ FP-1 -1, SR-BI HDL uptake -25, Rtt109 HAT inh 1, SR-BI DiI-HDL act 25, PvdQ acylase -10, NSD2 HMT inh -7, MITF TRPM1 HTS 3, CAL PDZ FP-2 0.2, dFosB activator -6 and PfHsp90 yeast 2 -4.
O=C(COc1ccc(C(=O)O)cc1)Nc1cccc(C(F)(F)F)c1 was read as CAL PDZ FP-1 2, SR-BI HDL uptake -13, Rtt109 HAT inh 3, SR-BI DiI-HDL act 13, PvdQ acylase -12, NSD2 HMT inh -1, MITF TRPM1 HTS 10, CAL PDZ FP-2 0.5 and dFosB activator -11.
Screening Cn1cccc1C1CCCN1CC(=O)Nc1c(Cl)cc(Cl)cc1Cl (configuration not stated) returned CAL PDZ FP-1 0, SR-BI HDL uptake 49, Rtt109 HAT inh -4, SR-BI DiI-HDL act -49, PvdQ acylase -12, MITF TRPM1 HTS 47, CAL PDZ FP-2 -0.2, dFosB activator -4 and PfHsp90 yeast 2 2.
For COc1ccc(-c2[nH]ncc2CN2CCCN(C(=O)c3ccco3)CC2)cc1F the results were CAL PDZ FP-1 0, Rtt109 HAT inh -9, PvdQ acylase -2, NSD2 HMT inh -3, MITF TRPM1 HTS 0, CAL PDZ FP-2 -0.3, dFosB activator 8 and PfHsp90 yeast 2 1.
`Nc1nc(C(F)(F)F)c(Br)c(=O)n1N` gave CAL PDZ FP-1 -2, SR-BI HDL uptake -23, Rtt109 HAT inh -4, SR-BI DiI-HDL act 23, PvdQ acylase -10, NSD2 HMT inh -2, MITF TRPM1 HTS 7, dFosB activator 1 and PfHsp90 yeast 2 -30.
`COc1ccc(/C=C(\NC(=O)c2cccs2)C(=O)NN)cc1OC` gave CAL PDZ FP-1 -4, SR-BI HDL uptake -15, Rtt109 HAT inh -4, SR-BI DiI-HDL act 15, PvdQ acylase -20, MITF TRPM1 HTS -6, CAL PDZ FP-2 -1.0, dFosB activator -6 and PfHsp90 yeast 2 -2.
CCn1c(=O)cc(SCC(=O)NCCCN2CCN(c3ccc(F)cc3)CC2)c2ccccc21 was read as SR-BI HDL uptake 49, Rtt109 HAT inh 9, SR-BI DiI-HDL act -49, PvdQ acylase -2, NSD2 HMT inh 0, MITF TRPM1 HTS -4, CAL PDZ FP-2 -2.7, dFosB activator -4 and PfHsp90 yeast 2 2.
Cc1ccsc1/C=N/NC(=O)c1ccncc1 was read as CAL PDZ FP-1 2, SR-BI HDL uptake 32, Rtt109 HAT inh 5, SR-BI DiI-HDL act -32, PvdQ acylase -9, NSD2 HMT inh -4, MITF TRPM1 HTS 3, CAL PDZ FP-2 -0.4, dFosB activator -4 and PfHsp90 yeast 2 -42.
For N#C/C(=C\c1cccnc1)C(=O)Nc1ccc(C(=O)O)cc1 the results were CAL PDZ FP-1 -3, SR-BI HDL uptake -10, Rtt109 HAT inh 11, SR-BI DiI-HDL act 10, PvdQ acylase 1, NSD2 HMT inh -2, MITF TRPM1 HTS -7, CAL PDZ FP-2 -2.3, dFosB activator -4 and PfHsp90 yeast 2 9.
`O=C(/C=C/c1ccc(Cl)c(Cl)c1)N1CCOCC1` gave CAL PDZ FP-1 -7, SR-BI HDL uptake -10, Rtt109 HAT inh 4, SR-BI DiI-HDL act 10, PvdQ acylase -6, NSD2 HMT inh -1, CAL PDZ FP-2 -0.3, dFosB activator -2 and PfHsp90 yeast 2 11.
`CCOC(=O)N1CCC(N2Cc3cccc(C(=O)NCc4ccc5c(c4)OCO5)c3C2=O)CC1` gave CAL PDZ FP-1 -3, SR-BI HDL uptake 3, Rtt109 HAT inh -6, SR-BI DiI-HDL act -3, PvdQ acylase -15, NSD2 HMT inh -1, MITF TRPM1 HTS 1, CAL PDZ FP-2 -1.6, dFosB activator -17 and PfHsp90 yeast 2 -11.
Screening O=C(N/N=C/c1cc([N+](=O)[O-])ccc1N1CCCCCC1)c1ccccn1 returned CAL PDZ FP-1 -3, SR-BI HDL uptake 80*, Rtt109 HAT inh 7, SR-BI DiI-HDL act -80, PvdQ acylase 0, NSD2 HMT inh 1, MITF TRPM1 HTS 28, CAL PDZ FP-2 -1.6, dFosB activator -7 and PfHsp90 yeast 2 -8.
`COc1ccc(-n2nc3cc(C)c(N)cc3n2)cc1Cl` gave CAL PDZ FP-1 1, SR-BI HDL uptake 52, Rtt109 HAT inh -1, SR-BI DiI-HDL act -52, PvdQ acylase -12, NSD2 HMT inh 6, CAL PDZ FP-2 3.0, dFosB activator -2 and PfHsp90 yeast 2 -17.
COc1ccc(Nc2nccc(OC)c2C#N)cc1 was read as CAL PDZ FP-1 -1, SR-BI HDL uptake -16, Rtt109 HAT inh -6, SR-BI DiI-HDL act 16, PvdQ acylase -15, NSD2 HMT inh 12, MITF TRPM1 HTS -8, CAL PDZ FP-2 -2.3, dFosB activator 3 and PfHsp90 yeast 2 -26.
Screening N#CC1=C(N)NC(=S)C(C(N)=O)C1c1ccccc1F (configuration not stated) returned SR-BI HDL uptake -13, Rtt109 HAT inh 22, SR-BI DiI-HDL act 13, PvdQ acylase 17, NSD2 HMT inh -5, CAL PDZ FP-2 -0.7, dFosB activator 1 and PfHsp90 yeast 2 -6.
For Fc1cccc(/C=N/Nc2cc(N3CCOCC3)ncn2)c1 the results were CAL PDZ FP-1 -3, SR-BI HDL uptake 5, Rtt109 HAT inh 2, SR-BI DiI-HDL act -5, PvdQ acylase -8, NSD2 HMT inh 28, MITF TRPM1 HTS 98*, CAL PDZ FP-2 -0.9, dFosB activator 1 and PfHsp90 yeast 2 -44.
`O=C(Nc1ccc(N2CCCC2)cc1)c1ccc(Cl)cc1Cl` gave CAL PDZ FP-1 9, SR-BI HDL uptake inconclusive, Rtt109 HAT inh -5, SR-BI DiI-HDL act -76, PvdQ acylase -2, NSD2 HMT inh -1, MITF TRPM1 HTS 53, CAL PDZ FP-2 -0.9, dFosB activator 0 and PfHsp90 yeast 2 -12.
Screening COc1ccc(N(C(=O)c2cnccn2)C(C(=O)NC2CCCCC2)c2ccc(Cl)cc2)cc1 (configuration not stated) returned CAL PDZ FP-1 -1, SR-BI HDL uptake -29, Rtt109 HAT inh -9, SR-BI DiI-HDL act 29, PvdQ acylase 0, NSD2 HMT inh -3, MITF TRPM1 HTS 6, CAL PDZ FP-2 -2.5, dFosB activator -4 and PfHsp90 yeast 2 -30.
O=C(Nc1nnc(Cc2c[nH]c3ccccc23)s1)c1ccc(Cl)cc1Cl was read as CAL PDZ FP-1 -1, SR-BI HDL uptake 15, Rtt109 HAT inh -1, SR-BI DiI-HDL act -15, PvdQ acylase 3, NSD2 HMT inh 3, MITF TRPM1 HTS -11, CAL PDZ FP-2 -3.6, dFosB activator -12 and PfHsp90 yeast 2 5.
Cc1cccc(NC(=O)CSc2nnc(C3CC3)n2CC2CCCO2)c1C (configuration not stated) was read as CAL PDZ FP-1 2, SR-BI HDL uptake -16, Rtt109 HAT inh -5, SR-BI DiI-HDL act 16, PvdQ acylase -4, NSD2 HMT inh 0, MITF TRPM1 HTS -2, CAL PDZ FP-2 -2.2, dFosB activator 4 and PfHsp90 yeast 2 -19.
COc1ccc(S(=O)(=O)N(CC(=O)NCc2ccco2)C2CCCCC2)cc1OC was read as CAL PDZ FP-1 -4, SR-BI HDL uptake 4, Rtt109 HAT inh -1, SR-BI DiI-HDL act -4, PvdQ acylase -15, NSD2 HMT inh 5, MITF TRPM1 HTS 0, CAL PDZ FP-2 -1.3, dFosB activator -10 and PfHsp90 yeast 2 7.

Bioassay records (PubChem BioAssay)
